# ALOX12 inhib – 12-hLO (ALOX12) enzyme inhibition | P18054 | purified 12-hLO, xylenol orange hydroperoxide absorbance | Potency, µM (titrated, usually from 57.1 µM), without a hit: top-dose activity change, negative = inhibition, actives largely listed as inhibitors | 150,000 compounds, 0.12% hits | AID 1452; further: potency means the concentration at half of the fitted maximal effect; nearly all actives have a fitted effect of over 55% in size; many of its hits are not listed in these tables
#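 Purified human 12hLO (150 nM final) was preincubated with compounds for 15 min at room temperature in 25 mM Hepes pH 7.0, 0.01% Triton X-100, then reacted with 40 uM arachidonic acid for 30 min. Hydroperoxide was detected with ferrous iron/xylenol orange.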
# IMPase cell inh – membrane-permeable compound that blocks inositol monophosphatase; P97697; CHO-M1 cells, IP1 accumulation, HTRF TR-FRET ratio; 120,000 tested, under 10 active; inhibition (IP1 accumulation), % at 46.1 µM; AID 901; active means well fitted curve in the direction sought with a large enough effect in the signal ratio, not every such curve was filed as active; inconclusive means small, poorly fitted or top-dose-only effect, or a change in a side signal; inactive means no such curve, though single readings can be large or run the other way; the % refers to the signal ratio;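 further: cells stimulated with carbachol in lithium chloride buffer; plate controls were DMSO basal wells for no effect and reference inhibitor wells for full effect; higher means more IMPase inhibition seen as more IP1 and lower FRET ratio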
# Target sequence (P97697 whole entry, looked up): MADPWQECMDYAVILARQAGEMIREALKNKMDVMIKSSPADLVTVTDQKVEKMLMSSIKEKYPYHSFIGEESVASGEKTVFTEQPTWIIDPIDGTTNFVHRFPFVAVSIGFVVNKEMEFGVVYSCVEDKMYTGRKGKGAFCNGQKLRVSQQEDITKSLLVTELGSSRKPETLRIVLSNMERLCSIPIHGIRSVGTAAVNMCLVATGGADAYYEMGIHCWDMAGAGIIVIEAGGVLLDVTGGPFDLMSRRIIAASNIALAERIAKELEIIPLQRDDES
#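 Cellular IMPase inhibition is scored as a rise in cytosolic IP1, detected by competitive TR-FRET between d2-labelled IP1 and a europium anti-IP1 antibody. M1-expressing CHO cells were stimulated with carbachol for 30 min at 37C, with lithium (50 mM LiCl) present in the buffer.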
# PNC assembly inh – inhibitors of perinucleolar compartment assembly; PC3M PTB-GFP, PNC prevalence imaging, 16 h; active compounds read low; activity change (PNC), negative = inhibition, % at 10 µM; 140,000 compounds, 3.1% hits;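 active means readout at or below -70, meaning at least 70% loss of cells showing the perinucleolar compartment, a nuclear body marking cancer cells; inconclusive means readout between -30 and a set limit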;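 further: plate controls were DMSO wells for no effect and camptothecin positive control wells for full effect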
#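 PC3M cells stably expressing PTB-GFP, 750–1000 cells/well, treated 16 h at 37 °C with compound (23 nl of library stock), in duplicate. After paraformaldehyde fixation and Hoechst stain, imaged at 20x; PNC prevalence scored by image analysis.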
# 15-hLO-2 inh – 15-hLO-2 (ALOX15B) enzyme inhibition; O15296; purified 15hLO-2, xylenol orange hydroperoxide absorbance; Potency, µM (top dose mostly 57.1 µM), without a hit: at the highest dose activity change, negative = inhibition, usual class: inhibitors; 110,000 compounds, 0.56% hits; further: potency means the concentration at half of the fitted maximal effect; nearly all actives have a fitted effect of over 60% in size; many of its hits are not listed in these tables
# Target sequence (O15296 whole entry, looked up): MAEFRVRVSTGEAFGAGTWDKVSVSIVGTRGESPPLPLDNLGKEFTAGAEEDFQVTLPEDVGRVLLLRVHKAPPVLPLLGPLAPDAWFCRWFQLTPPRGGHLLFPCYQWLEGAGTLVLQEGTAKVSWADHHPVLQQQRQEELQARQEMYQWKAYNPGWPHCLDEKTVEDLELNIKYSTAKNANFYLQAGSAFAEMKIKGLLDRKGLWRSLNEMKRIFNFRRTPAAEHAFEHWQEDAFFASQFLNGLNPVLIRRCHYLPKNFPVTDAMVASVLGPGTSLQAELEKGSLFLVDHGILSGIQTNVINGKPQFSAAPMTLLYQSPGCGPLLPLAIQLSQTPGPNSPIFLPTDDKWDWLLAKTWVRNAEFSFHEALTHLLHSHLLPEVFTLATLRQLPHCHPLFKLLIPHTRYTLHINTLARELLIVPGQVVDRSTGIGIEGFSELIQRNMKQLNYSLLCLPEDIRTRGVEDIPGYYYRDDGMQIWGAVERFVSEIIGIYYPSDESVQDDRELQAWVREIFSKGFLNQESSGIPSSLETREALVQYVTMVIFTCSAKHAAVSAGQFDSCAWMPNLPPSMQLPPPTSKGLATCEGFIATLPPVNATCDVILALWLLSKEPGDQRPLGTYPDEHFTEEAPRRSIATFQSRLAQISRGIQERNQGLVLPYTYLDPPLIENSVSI
#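 Read-out: hydroperoxide product oxidises ferrous iron, measured as xylenol orange complex via the 573-to-405 nm absorbance ratio after 30 min. Reaction: 50 nM enzyme, 15 min compound preincubation, 45 uM arachidonic acid, 90 min RT, Hepes pH 7.5 with Triton X-100.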
# An asterisk follows results filed as active; ? = inconclusive; / = no result given; [ ] = remark or other dose. Unless noted, the call rests on the fitted dose curve; in most records, active means well fitted curve in the direction sought with a large enough effect; inconclusive means small, poorly fitted or top-dose-only effect, or another doubt; inactive means no such curve, though single readings can be large; an effect the other way counts as inactive or inconclusive. Unless noted, on the % scale 0 is the no-effect control and ±100 the full control effect.
SMILES,ALOX12 inhib,IMPase cell inh,PNC assembly inh,15-hLO-2 inh
CCOC(=O)Cc1nnc(NC(=O)COc2ccc(C)cc2)s1,-6%,-4,29,-2%
COc1cccc(/C=C2\SC(=O)N(CCC(=O)NNC(=O)c3ccccc3Cl)C2=O)c1,2%,-2,?,/
C[C@@H](C(=O)Nc1ccc2ccccc2c1)[C@@H]1C[C@@]1(C)[C@@H](N)c1ccccc1,-2%,/,/,-2%
CC(C)OC(=O)/C(=C\c1ccc2c(c1)c1ccccc1n2C)NC(=O)c1ccccc1,-8%,-2,-11,-27%
COc1ccc(NC2=NCC(=O)N2c2ccccc2F)cc1,-4%,-1,53,0%
CCC(=O)Nc1ccccc1Oc1ccccc1,2%,5,20,1%
Cc1oc2ccc(OCc3ccc(F)cc3)cc2c1C(=O)O,-7%,7,-16,-10%
Cc1ccccc1NC(=O)CCN1CCN(Cc2ccccc2)CC1,10%,6,?,/
Cc1ccc2cc(COC(=O)c3ccco3)c(=O)[nH]c2c1,-2%,-1,7,4%
CC(C)NC(=O)COC(=O)/C=C/c1ccco1,3%,/,12,/
CCOCc1nnc(NC(=O)c2cccs2)s1,-1%,5,19,-6%
CCSc1nc2c(c(=O)[nH]c(=O)n2C)n1Cc1ccc(Cl)cc1,-6%,2,23,1%
Cc1cc2c(c(=O)n1CCN(C)C)C(c1ccccc1Br)C(C#N)=C(N)O2 (stereo not given),-1%,-7,?,-4%
O=C(c1cc(-c2ccccn2)nc2ccc(Br)cc12)N1CCc2ccccc2C1,2%,?,?,46%[activator]
O=c1cnc2cnc(Oc3ccccc3)nc2n1Cc1ccc(F)cc1,-11%,/,/,-13%

# 15 of the compounds above, with bars between the fields.
SMILES | ALOX12 inhib | IMPase cell inh | PNC assembly inh | 15-hLO-2 inh
CCOC(=O)Cc1nnc(NC(=O)COc2ccc(C)cc2)s1 | -6% | -4 | 29 | -2%
COc1cccc(/C=C2\SC(=O)N(CCC(=O)NNC(=O)c3ccccc3Cl)C2=O)c1 | 2% | -2 | ? | /
C[C@@H](C(=O)Nc1ccc2ccccc2c1)[C@@H]1C[C@@]1(C)[C@@H](N)c1ccccc1 | -2% | / | / | -2%
CC(C)OC(=O)/C(=C\c1ccc2c(c1)c1ccccc1n2C)NC(=O)c1ccccc1 | -8% | -2 | -11 | -27%
COc1ccc(NC2=NCC(=O)N2c2ccccc2F)cc1 | -4% | -1 | 53 | 0%
CCC(=O)Nc1ccccc1Oc1ccccc1 | 2% | 5 | 20 | 1%
Cc1oc2ccc(OCc3ccc(F)cc3)cc2c1C(=O)O | -7% | 7 | -16 | -10%
Cc1ccccc1NC(=O)CCN1CCN(Cc2ccccc2)CC1 | 10% | 6 | ? | /
Cc1ccc2cc(COC(=O)c3ccco3)c(=O)[nH]c2c1 | -2% | -1 | 7 | 4%
CC(C)NC(=O)COC(=O)/C=C/c1ccco1 | 3% | / | 12 | /
CCOCc1nnc(NC(=O)c2cccs2)s1 | -1% | 5 | 19 | -6%
CCSc1nc2c(c(=O)[nH]c(=O)n2C)n1Cc1ccc(Cl)cc1 | -6% | 2 | 23 | 1%
Cc1cc2c(c(=O)n1CCN(C)C)C(c1ccccc1Br)C(C#N)=C(N)O2 (stereo not given) | -1% | -7 | ? | -4%
O=C(c1cc(-c2ccccn2)nc2ccc(Br)cc12)N1CCc2ccccc2C1 | 2% | ? | ? | 46%[activator]
O=c1cnc2cnc(Oc3ccccc3)nc2n1Cc1ccc(F)cc1 | -11% | / | / | -13%

# Later entries.
SMILES,ALOX12 inhib,IMPase cell inh,PNC assembly inh,15-hLO-2 inh
O=c1cc(N2CCN(c3cccc(Cl)c3)CC2)[nH]c(=O)n1C1CCCCC1,8%,-5,?,-7%
CCn1c2ccccc2c2cc(NC(=O)COC(=O)C3CCC(=O)N3)ccc21 (stereo not given),-5%,-8,9,-3%
Cc1cc2nc(-c3ccco3)cc(C(F)(F)F)n2n1,-12%,4,?,-5%
Cn1c(N)c(C(=O)COC(=O)c2ccco2)c(=O)n(C)c1=O,-2%,-10,31,0%
CCOC(=O)C1CCCN(C(=O)CNS(=O)(=O)c2ccc(Br)s2)C1 (stereo not given),-2%,?,10,/
Cc1ccc(S(=O)(=O)N2CCCN(S(=O)(=O)c3ccc4c(c3)OCCO4)CC2)cc1,-8%,4,20,5%
NNc1nnc(NN)c2ccccc12,-3%[0.00818 µM],/,/,35%[activator][0.0915 µM]
O=C(Nc1ccc2c(c1)C(=O)N(CC1CCCO1)C2=O)c1cccc(Br)c1 (stereo not given),-5%,7,-25,2%
CC1(C)CC(=O)c2sc(NC(=O)c3ccco3)nc2C1,-5%,-4,16,6%
COc1ccccc1S(=O)(=O)Cc1ccc(C(=O)N2CCN(c3ccc(C)cc3)C(C)C2)o1 (stereo not given),2%,17,10,-1%
N=C1/C(=C/c2cccs2)C(=O)N=C2SN=C(SCc3ccccc3)N12,-5%,1,15,-14%
O=C(CN1CCN(C(=O)c2ccco2)CC1)Nc1ccccc1-c1ccccc1,3%,1,?,-5%
COCCn1c(=S)[nH]c2cc(C(=O)N3CCN(c4ccccc4OC)CC3)ccc2c1=O,-10%,11,?,-1%
O=C(c1sc2cc([N+](=O)[O-])ccc2c1Cl)N1CCOCC1,-1%,/,13,/
Cc1nnc(Nc2ccc(C(=O)N3CCOCC3)cc2)c2ccccc12,5%,-7,7,-2%
COc1cc(OC)cc(C(=O)N[C@H](C(=O)OCC(=O)Nc2ccc(F)c(F)c2)C(C)C)c1,-2%,/,29,/
COC(=O)COc1ccc(S(=O)(=O)Nc2ccc(C(N)=O)cc2)cc1Cl,-2%,2,-92*,-2%
COC(=O)c1[nH]c2ccccc2c1NC(=O)CCN1CCSCC1,-4%,6,-22,-4%
O=C(Nc1cc(-c2nn(CC(=O)N3CCCCC3)c(=O)c3ccccc23)ccc1N1CCOCC1)c1ccc(Cl)cc1,9%,0,16,-7%
O=C(Cn1c(=O)c2sccc2n(Cc2cccc([N+](=O)[O-])c2)c1=O)NCCc1ccccc1,-1%,12,?,/
Cc1cccc(NC(=O)CSc2nc3ccc(NC(=O)CSc4nnnn4-c4ccccc4)cc3s2)c1C,-9%,-3,-26,-26%
COc1ccccc1Nc1nc2ccccc2[nH]1,1%,9,-4,3%
Cc1cc(C)c(C#N)c(SC2CCCCC2=O)n1 (stereo not given),-1%,8,?,-2%
CCOC(=O)c1c(C)[nH]c(C(=O)COC(=O)CCS(=O)(=O)c2ccc(C)cc2)c1C,-5%,/,34,/
COc1ccc(OCC(=O)Nn2c(-c3ccc(OC)cc3)nc3ccccc3c2=O)cc1,0%,/,?,/
C=CCN1C(=O)NC(c2ccc(OC)cc2)(C(F)(F)F)S/C1=C(\C#N)c1nnc(N2CCOCC2)n1-c1ccccc1 (stereo not given),2%,/,-12,/
COCCn1c(SCC(=O)c2ccccc2)nc2c(c1=O)SC(C)C2 (stereo not given),-9%,9,?,-9%
COc1ccc2c(c1)c(=O)oc1cc(OCC(=O)N3CCC(C)CC3)ccc12,-1%,2,12,-5%
O=C(NC1CC1)C1CCCN1S(=O)(=O)c1ccc2ccccc2c1 (stereo not given),8%,7,12,0%
CCOC(=O)N1CCN(c2c(NCCc3ccc(OCC)c(OCC)c3)c(=O)c2=O)CC1,-3%,-9[1.84 µM],-18,-10%[11.4 µM]
CC1(C)Cc2nc(N3CCOCC3)c(C#N)cc2CO1,-1%,-8,4,-2%
CCOC(=O)CN1C(=O)C(O)(CC(=O)c2ccco2)c2ccccc21 (stereo not given),-1%,4,?,2%
Cc1cc(Cl)ccc1NC(=S)Nc1ccccn1,-8%,-9,-6,/
O=S(=O)(CCc1nc2ccccc2s1)c1ccc2ccccc2c1,-6%,-1,?,-30%
COc1ccc(C(=O)NCc2nnc(SCC(=O)Nc3nc4ccccc4s3)o2)cc1,-3%,/,-9,/
COc1cccc2cc(C(=O)Oc3ccc(NC(C)=O)cc3)c(=O)oc12,6%,0,-29,/
O=C(/C=C\c1ccc(O)cc1)c1ccc(O)cc1O,-10%,-5,/,-19%
O=C(CC(c1ccccc1)c1ccccc1O)NCc1ccco1 (stereo not given),-6%,3,0,-9%
CNC(=O)COC(=O)c1[nH]c(C)c(C(C)=O)c1C,-2%,9,10,3%
COC(=O)c1ccc(-c2ccco2)n1Cc1cccc(C)c1,-11%,4,-14,-12%
O=C(CN1C(=O)CCS(=O)(=O)c2ccccc21)NCc1ccccc1,10%,13,0,/
Cc1ccc(S(=O)(=O)NCC(=O)N(CC(=O)NCC2CCCO2)C2CCCC2)cc1 (stereo not given),-1%,0,?,1%
CCOc1ccc(C(=O)Nc2nnc(C)s2)cc1OCC,-2%,-1,23,1%
COc1ccc(/C=N/NC(=O)c2cccc(NC(=O)c3ccc(Cl)cc3)c2)c(OC)c1,-1%,/,?,/
O=P(c1cccs1)(c1cccs1)c1cccs1,-3%,6,4,6%

# Reprinted from the part before: 2 entries; new compounds follow.
SMILES,ALOX12 inhib,IMPase cell inh,PNC assembly inh,15-hLO-2 inh
COc1ccc(/C=N/NC(=O)c2cccc(NC(=O)c3ccc(Cl)cc3)c2)c(OC)c1,-1%,/,?,/
O=P(c1cccs1)(c1cccs1)c1cccs1,-3%,6,4,6%
COc1ccc(S(=O)(=O)C(C#N)c2nc3ccccc3nc2N2CCCCC2)cc1 (stereo not given),-20%,-3,-2,?
Cc1c(-c2ccccc2)oc2c(C(=O)OCCN3CCCCC3)cccc2c1=O,3%[25.6 µM],11[20.6 µM],/,12%[25.6 µM]
CNc1nc(SCc2ccccc2)nc(N2CCOCC2)n1,-3%,6,22,2%
COc1ccc(C2C(C(C)=O)=C(Nc3ccccc3)CC(C)(O)C2C(C)=O)cc1OC (stereo not given),2%,5,-119*,/
C/C(Cl)=C/Cn1c(SC(C)C)nc2c1c(=O)[nH]c(=O)n2C,-3%,?,22,-1%
Cc1nc(SCCCSc2n[nH]c(C)n2)n[nH]1,-6%,1,40,/
COc1cccc(NC(=O)C(NCC(C)(C)CN(C)C)c2ccccc2)c1 (stereo not given),-6%,10,51,-11%
O=C1CN=C(Nc2ccccc2Cl)N1Cc1ccc2c(c1)OCO2,-3%,4,-27,/
CCN1C(=O)N(CC)C2NC(=S)NC21 (stereo not given),-1%,4,7,5%
Cc1csc(NC(=O)CN(C)S(=O)(=O)c2cccc3cccnc23)n1,5%,2,-5,2%
Cc1nn(-c2ccccc2)c2c1C1(C(=O)N(C)c3ccccc31)N(c1ccccc1)C(=O)N2 (stereo not given),-5%,-1,46,-2%
NC1=NC(=O)/C(=C/c2c(OS(=O)(=O)c3ccc(Cl)cc3)ccc3ccccc23)S1,-5%,/,?,/
CC(C)C[C@@H](NC(=O)[C@@H](O)[C@H](N)Cc1ccccc1)C(=O)O,-1%[0.00818 µM],/,/,12%[0.0915 µM]
O=C(Nc1ccccc1)N1CC2(CCN(C(=O)c3cccc(F)c3)CC2)C1,-1%,/,/,5%
CC(=O)N1CCc2cc(S(=O)(=O)NC(CC(C)C)C(=O)Nc3cc(C(=O)O)ccc3C)ccc21 (stereo not given),3%,-15,-18,4%
CC(C)n1nnnc1-c1cc(Cl)cc(Cl)c1,8%,1,42,0%
OC(COc1ccccc1)Cn1cc(Br)cn1 (stereo not given),2%,-2,?,3%
COc1cccc(-n2c(SCC(=O)N3CCc4ccccc43)nnc2-c2c[nH]c3ccccc23)c1,-3%,/,14,/
S=C1NCN2CCN(CC2)CNC(=S)C(=S)NCN2CCN(CC2)CNC1=S,0%[11.4 µM],/,/,-11%[11.4 µM]
Cc1cc(C)nc(NS(=O)(=O)c2ccc(NC(=O)c3cccs3)cc2)n1,2%,-9,-29,-5%
CCN(CC)CCCNC(=O)C1c2ccccc2C(=O)N(C)C1c1ccc(OC)cc1 (stereo not given),0%,9,-21,8%
Cc1cccc(CSc2ncnc3nc[nH]c23)c1,-3%,?,?,-2%

# From PubChem

# Only part of the results is shown, so the mix of outcomes need not match the whole.
